Compound activity: PubChem, several laboratories
Large T inhibition: SV40 large T antigen inhibitors, biochemical (AID 1903); inhibition, % at 20 µM; hits with a dose series show IC50 in µM; SV40 large T antigen ATPase/helicase inhibition assay; higher % means a stronger effect; actives 0.39% (n = 310,000); in the data active means a potency from the dose series; inconclusive means inhibition mostly from about 32% at the one dose, without a potency; inactive means the rest, 99 in 100 with inhibition below about 32%; further: strong numbers were not always called active
NS5 inhibitors: Dengue-2 NS5 methyltransferase inhibitors, primary screen, biochemical, confirmation dose response (AID 588689). Dengue-2 NS5 methyltransferase capping enzyme assay, biochemical; higher % means a stronger effect. one-dose inhibition, % at 25 µM; IC50 in µM for titrated hits. actives 0.3% (n = 340,000); in the data active means a potency from the dose series; inconclusive means inhibition above about 29% without an active follow-up result
West Nile virus CPE: West Nile virus antiviral activity, cell-based, CPE readout (AID 1621); West Nile virus-infected cells, CPE inhibition; higher % means a stronger effect; CPE inhibition, % at 10 µM, or IC50 in µM where a hit was titrated; actives 0.02% (n = 290,000); in the data active means a potency from the dose series; inconclusive means CPE inhibition mostly from about 3.7% at the one dose, without a potency; inactive means the rest, 99 in 100 with CPE inhibition below about 2.2%; further: strong numbers were not always called active
Siah-1 displacement: Siah-1 peptide-binding antagonists, primary screen, biochemical, fluorescence polarization, rhodamine-plectin, uHTS (AID 1817). Siah-1 / rhodamine-plectin peptide fluorescence polarization; higher % means a stronger effect. displacement, % at 20 µM; hits with a dose series show IC50 in µM. actives 0.02% (n = 290,000);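 active means displacement of at least 50% at 20 µM, with a fluorescence ratio check between 0.3 and a set limit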;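 further: plate controls were Siah plus tracer with DMSO for no effect and tracer alone without Siah for full effect; strong numbers were not always called active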
Rac1 GTP hydrolysis: MgcRacGAP GTPase-activating activity inhibitors, confirmation, biochemical, ADP Hunter fluorescence | Rac GTPase-activating protein 1 (Homo sapiens) | MgcRacGAP-stimulated Rac1 GTP hydrolysis, ADP Hunter fluorescence; higher % means a stronger effect; GST-tagged Rac1 F28L mutant substrate | inhibition, % at 30 µM; hits with a dose series show IC50 in µM | actives 0.6% (n = 340,000) | AID 624330, 2012;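 active means first-screen hits whose inhibition reached a set limit at any dose in the follow-up dose series; inconclusive means inhibition above the set first-screen limit but never retested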;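 further: fluorescence reports GDP produced by GAP-driven GTP hydrolysis; strong numbers were not always called active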
AID2073: inhibitors of Mint1-CaV2.2 protein interaction, biochemical, HTRF (AID 2073); inhibition, % at 20 µM, or IC50 in µM where a hit was titrated; actives 0.19% (n = 290,000); HTRF protein-protein interaction, Mint1-CaV2.2; higher % means a stronger effect; in the data active means inhibition mostly above about 51%, no sharp cut-off; inconclusive means no clear call, values can overlap the other calls; inactive means mostly below about 53%; further: some results filed as inactive read as strong as hits
NTR1 ag: agonists of NTR1, primary screen, imaging, U2OS cells, beta-arrestin-GFP, high content (AID 493036); NTR1-U2OS beta-arrestin-GFP spot imaging, agonist mode; activation, % at 20 µM; actives 0.17% (n = 330,000); Neurotensin receptor type 1 (Homo sapiens), P30989;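 active means activation at or above 40% of the spot to cytoplasm intensity ratio, with at least 20 cells analyzed; inconclusive means wells under 20 cells, flagged as cytotoxic or low count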;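 further: 0% = DMSO without peptide and 100% = 100 nM NTR1 peptide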
Target sequence (P30989 whole entry, looked up): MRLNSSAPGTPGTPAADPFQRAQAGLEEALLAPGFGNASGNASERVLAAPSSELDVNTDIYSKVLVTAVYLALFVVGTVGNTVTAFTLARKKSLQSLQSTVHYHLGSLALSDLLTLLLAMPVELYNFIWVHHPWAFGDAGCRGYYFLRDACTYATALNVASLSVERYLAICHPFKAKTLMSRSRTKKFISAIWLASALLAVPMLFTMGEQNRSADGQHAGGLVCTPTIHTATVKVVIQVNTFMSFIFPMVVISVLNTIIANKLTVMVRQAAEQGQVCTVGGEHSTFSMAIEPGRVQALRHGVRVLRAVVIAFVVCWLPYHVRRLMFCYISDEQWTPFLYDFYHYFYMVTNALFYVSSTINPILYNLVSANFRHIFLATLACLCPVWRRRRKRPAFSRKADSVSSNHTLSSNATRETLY
RSV antiviral HEp-2: RSV antiviral activity via CPE protection, HEp-2 cells, primary 10 µM value included (AID 2391) | HEp-2 cells, RSV-induced CPE inhibition; higher % means a stronger effect | CPE inhibition, % at 10 µM, or IC50 in µM where a hit was titrated | actives 0.13% (n = 310,000); in the data active means a potency from the dose series; inconclusive means CPE inhibition mostly from about 23% at the one dose, without a potency; inactive means the rest, 99 in 100 with CPE inhibition below about 21%; further: strong numbers were not always called active
K1F lysis inhibition: inhibition of K1F phage lysis, E. coli UTI89, bacterial capsule biogenesis inhibitors, alamar blue (AID 488966) | E. coli UTI89 K1F phage lysis, alamar blue, 2 h; higher % means a stronger effect | actives 0.02% (n = 340,000) | inhibition, % at 100 µM, or IC50 in µM where a hit was titrated;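 active means phage lysis inhibition, versus mean bacterial control, above a set limit; inconclusive means no clear call, values can overlap the other calls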;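 further: capsule biogenesis inhibitors block K1F phage lysis so surviving cells raise fluorescence; higher fluorescence means more inhibition of phage lysis; actives were called in the ten point dose series up to 300 µM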
NTR1 ag cell count 20 µM: also measured in NTR1 ag; calls as there; cell count; measured here: cell count, cytotoxicity flag
NS5 inhibitors pilot replicate: recorded beside NS5 inhibitors, whose call it bears; inhibition, %; measured here: pilot screen replicate inhibition
Starred values were filed as active, the others as inactive; ? = inconclusive; / = no result given; [ ] = another dose, or the depositor's remark.

SMILES	Large T inhibition	NS5 inhibitors	West Nile virus CPE	Siah-1 displacement	Rac1 GTP hydrolysis	AID2073	NTR1 ag	NTR1 ag cell count 20 µM	RSV antiviral HEp-2	K1F lysis inhibition	others
CN1CCN(C(=O)C2=C[C@@H](c3ccccc3)C[C@@H](OCc3ccc(CO)cc3)O2)CC1	8%	-7%	-0.1%	-3%	8%	10%	-0.4	99	3.4%	-0.2%
Cc1cc(OC(C)C(=O)NCc2ccncc2)c2c(C)cc(=O)oc2c1 (stereo not drawn)	10%	-9%	-0.2%	2%	-1%	24%	-1.6	59	-0.6%	-0.4%
COc1ccc(CCn2c(-c3ccc(F)cc3)nc3c(c(=O)c4ccccc4n3C)c2=O)cc1OC	7%	/	-0.6%	8%	/	-3%	1.3	36	1.7%	/
COc1cc(C(=O)NNC(=O)c2ccc(F)cc2)ccc1OCC(=O)N1CCOCC1	/	2%	/	/	7%	/	-0.5	119	0.4%	0.4%[50 µM]
CSc1nc2ccc(NC(=O)c3ccc(Cl)s3)cc2s1	6%	-6%	/	4%	11%	24%	8.2	82	4.4%	-1.2%
CCCCN(C(=O)c1cc(Cl)nc2ccccc12)c1c(N)n(CCCC)c(=O)[nH]c1=O	6%	0%	/	/	2%	/	0.2	66	-0.2%	0.5%[50 µM]
CCOC(=O)c1ccc(-n2ccnc2)c(NC(=O)c2ccc(Cl)cc2)c1	14%	-1%	-0.9%	-2%	6%	6%	-1.1	38	3.5%	2.5%
Cc1ccc2cc(CCNC(=O)c3ccc4c(c3)OCO4)c(=O)[nH]c2c1	7%	1%	-0.2%	-1%	8%	2%	-5.7	36	3.6%	-0.2%
Cc1cc(=O)n(CCc2ccccc2)c(O)c1C#N	19%	29%	0.2%	-2%	13%	5%	0.6	42	1.9%	0.5%
Cc1ccnc(NC(=O)c2ccc(N3C(=O)CCC3=O)cc2)c1	3%	-4%	0.6%	-4%	7%	6%	-0.6	71	1.2%	0.0%
Cc1cc2n(c(=O)c1C#N)CCCN2c1cccc(Cl)c1	4%	-13%	-0.5%	-1%	6%	29%	-0.6	82	0.8%	0.3%	NS5 inhibitors pilot replicate=-5.5
CC(=O)Nc1ccc(NCN2C(=O)C3C4CCC(C4)C3C2=O)cc1 (stereo not drawn)	?	-6%	-0.2%	2%	17%	-1%	1.1	90	0.5%	0.1%	NS5 inhibitors pilot replicate=-7.0
Cc1nc(NC(=O)CN2CCN(c3ccccc3F)CC2)sc1C(=O)N(C)C	19%	/	0.5%	-7%	5%	11%	1.0	72	0.5%	0.2%
COc1ccc(CNC(=O)Cn2cc3c(n2)CCCCC3)cc1	-5%	7%	0.2%	-2%	7%	-3%	-3.5	56	1.7%	11%
Cn1c(SCC(=O)NCc2ccc(F)cc2)nc2c([nH]c3ccccc32)c1=O	6%	/	-1.0%	-5%	/	28%	-0.9	55	-1.0%	/
COC(=O)/C(=C\C=C\c1ccccc1)NC(=O)c1ccccc1	-2%	-3%	-0.6%	0%	4%	6%	-0.2	34	0.5%	-0.3%
Cn1c(SCC(=O)Nc2ccc3c(c2)OCCO3)nnc1-c1ccncc1	-1%	-8%	0.0%	-3%	6%	-1%	-0.7	58	1.6%	0.5%
O=C(NCc1ccc(F)cc1)c1cnn2ccccc12	4%	2%	-0.1%	0%	11%	-2%	-3.9	89	3.1%	0.0%
COc1ccc(N(C)S(=O)(=O)c2cccc(C(=O)OCC(=O)NCc3ccccc3OC)c2)cc1	-5%	-2%	0.1%	-4%	5%	7%	3.7	60	-1.6%	-0.3%
COc1ccc(OC)c(S(=O)(=O)N2CCCC(C(=O)NCc3cccnc3)C2)c1 (stereo not drawn)	4%	-2%	-0.9%	10%	3%	-4%	-0.9	69	0.3%	0.3%
CC(=O)N1CCOc2ccc(S(=O)(=O)NCCc3cccc(C)c3)cc21	0%	4%	-0.5%	11%	16%	-2%	-1.0	60	11%	0.0%
COc1ccc2cc(CN(CC3COCCO3)S(=O)(=O)c3ccccc3)c(=O)[nH]c2c1 (stereo not drawn)	-1%	-10%	0.1%	-5%	-14%	8%	/	/	/	0.1%
CN(C(=O)C12CC3CC(CC(C3)C1)C2)C1CCS(=O)(=O)C1 (stereo not drawn)	7%	1%	0.2%	4%	13%	4%	0.0	33	2.9%	1.4%
CCC1=C/C(=C\c2ccc3c(c2)OCO3)C(=O)S1	9%	/	1.5%	-2%	/	19%	1.8	70	-0.9%	/
CC[C@]1(C(=O)OC)[C@H]2C(=O)N(Cc3ccccc3)C(=O)[C@H]2[C@H]2CN=C(SCc3ccc(C#N)cc3)N21	/	1%	/	/	11%	/	1.3	69	/	0.0%	NS5 inhibitors pilot replicate=-1.2
Cc1cc([N+](=O)[O-])ccc1NC(=O)c1cc2ccccc2o1	5%	-7%	-1.1%	-1%	5%	12%	2.7	47	-2.3%	-0.2%
COC(=O)c1nn(-c2ccccc2)c(Cl)c1/C=N/OCc1ccc(C)cc1	7%	-1%	0.3%	1%	11%	3%	6.0	51	2.3%	0.2%
COc1cc(C(=O)OCCCN2CCOCC2)ccc1O	31%	/	0.1%	1%	29%	4%	0.1	32	-2.1%	0.1%
Cc1ccc(CN2C(=O)CCC2C(=O)NCc2cccnc2)cc1 (stereo not drawn)	2%	-3%	0.3%	3%	5%	30%	2.9	80	-1.6%	2.8%
COc1ccc(C(=O)CSc2nnc(CN3CCCCC3)n2-c2ccc(F)cc2)cc1OC	4%	1%	-1.4%	2%	4%	-10%	0.9	74	1.6%	6.3%
CCN(CCCn1c(=S)[nH]c2ccc(N3CCOCC3)cc2c1=O)c1ccccc1	2%	2%	-1.5%	4%	12%	33%	17	63	?	0.4%
O=C(NN1C(=O)C2C(C1=O)C1C=CC2C12CC2)c1ccccc1Cl (stereo not drawn)	13%	-11%	0.8%	-3%	1%	7%	-0.7	56	/	0.0%
O=C(NNC(=O)C1CC1)c1cccc([N+](=O)[O-])c1	29%	-4%	-0.6%	4%	1%	14%	0.0	41	2.6%	0.1%
NC(=O)c1nsc(C(=O)N(Cc2cccnc2)C(C(=O)NCc2ccc(F)cc2)c2ccc(O)cc2)c1N (stereo not drawn)	30%	-10%	0.3%	3%	8%	16%	0.5	41	-0.1%	-0.1%
CC(=O)c1c(C)[nH]c(C(=O)Nc2cccc(S(=O)(=O)N3CCCC3)c2)c1C	/	-2%	/	/	1%	/	1.8	56	/	-0.7%
Cc1ccc(/C=C2\SC(=S)N(CCC(=O)NNS(=O)(=O)c3ccccc3)C2=O)cc1	16%	-11%	-0.1%	9%	12%	41%	4.0	72	-1.4%	0.3%
CCCCCOc1ccc(Cn2ccnc2)cc1[N+](=O)[O-]	8%	-11%	-1.7%	3%	3%	-4%	-1.5	87	7.3%	0.2%
Cc1ccn2c(=O)nc(SCC(=O)Nc3cccc4ccccc34)nc2c1	14%	-3%	/	/	2%	/	1.4	65	-1.3%	1.0%[50 µM]
Cn1cc(CCC(=O)N2CCCC(Nc3ccc(F)cc3)C2)cn1 (stereo not drawn)	1%	2%	-0.6%	-6%	8%	-3%	-0.8	47	-0.5%	0.7%
Cc1cc2ccccc2c(=O)n1CC(=O)Nc1ccc2c(c1)OCCO2	-1%	-7%	-0.6%	4%	8%	4%	46*	72*	0.9%	2.0%
CCOc1ccc(C(=O)Nc2nnc(NC(=S)Nc3ccccc3)s2)cc1	5%	-4%	0.1%	6%	6%	44%	61*	58*	1.1%	0.1%
CCOCCCNC(=O)c1ccc(NC(C)=O)cc1	16%	5%	0.2%	-2%	6%	-11%	1.4	50	0.9%	3.5%
COc1ccc(-c2cc(C#N)nc(N3CCN(c4ccccc4)CC3)n2)cc1	0%	-1%	-0.4%	20%	7%	38%	1.1	85	15%	-2.8%
C#Cc1ccc([C@H]2C=C(C(=O)N3CCOCC3)O[C@@H](OCC)[C@@H]2CCCO)cc1	3%	-1%	0.1%	3%	13%	16%	-1.0	40	-0.7%	0.6%
C/C(=N\NS(=O)(=O)c1ccc(Cl)c([N+](=O)[O-])c1)c1ccc(C)o1	0%	-2%	-0.5%	-2%	11%	8%	-0.5	76	0.6%	-0.2%
CC(=O)c1cccc(N(CC(=O)NC2CCCCC2)C(=O)c2csnn2)c1	9%	-1%	-0.4%	5%	12%	6%	-0.2	41	1.1%	0.1%
CCN(CC)CCNc1ncnc2c1sc1nc(N3CCOCC3)c3c(c12)CCCC3	15%	-3%	?	4%	?	24%	16	57	12%	-0.7%
COc1cc(/C=C2\S/C(=N/S(=O)(=O)c3ccccc3)NC2=O)c([N+](=O)[O-])cc1OC	23%	43µM*	0.5%	-6%	17%	10%	1.9	85	-0.4%	-0.3%

Of the compounds above, these have a Cl atom:
SMILES	Large T inhibition	NS5 inhibitors	West Nile virus CPE	Siah-1 displacement	Rac1 GTP hydrolysis	AID2073	NTR1 ag	NTR1 ag cell count 20 µM	RSV antiviral HEp-2	K1F lysis inhibition	others
CSc1nc2ccc(NC(=O)c3ccc(Cl)s3)cc2s1	6%	-6%	/	4%	11%	24%	8.2	82	4.4%	-1.2%
CCCCN(C(=O)c1cc(Cl)nc2ccccc12)c1c(N)n(CCCC)c(=O)[nH]c1=O	6%	0%	/	/	2%	/	0.2	66	-0.2%	0.5%[50 µM]
CCOC(=O)c1ccc(-n2ccnc2)c(NC(=O)c2ccc(Cl)cc2)c1	14%	-1%	-0.9%	-2%	6%	6%	-1.1	38	3.5%	2.5%
Cc1cc2n(c(=O)c1C#N)CCCN2c1cccc(Cl)c1	4%	-13%	-0.5%	-1%	6%	29%	-0.6	82	0.8%	0.3%	NS5 inhibitors pilot replicate=-5.5
COC(=O)c1nn(-c2ccccc2)c(Cl)c1/C=N/OCc1ccc(C)cc1	7%	-1%	0.3%	1%	11%	3%	6.0	51	2.3%	0.2%
O=C(NN1C(=O)C2C(C1=O)C1C=CC2C12CC2)c1ccccc1Cl (stereo not drawn)	13%	-11%	0.8%	-3%	1%	7%	-0.7	56	/	0.0%
C/C(=N\NS(=O)(=O)c1ccc(Cl)c([N+](=O)[O-])c1)c1ccc(C)o1	0%	-2%	-0.5%	-2%	11%	8%	-0.5	76	0.6%	-0.2%
